SIRT5 block = SIRT5 desuccinylase inhibitors, primary screen, biochemical, fluorescence imaging, single point, set 5 | Purified SirT5, succinyl-peptide AMC, trypsin-coupled fluorescence | inhibition, % at 15 µM | 1.1% of 330,000 active | AID 652115, 2013; in the data active means inhibition above about 15%; inconclusive means no clear call, values can overlap the other calls
Target sequence (Q9NXA8 whole entry, looked up): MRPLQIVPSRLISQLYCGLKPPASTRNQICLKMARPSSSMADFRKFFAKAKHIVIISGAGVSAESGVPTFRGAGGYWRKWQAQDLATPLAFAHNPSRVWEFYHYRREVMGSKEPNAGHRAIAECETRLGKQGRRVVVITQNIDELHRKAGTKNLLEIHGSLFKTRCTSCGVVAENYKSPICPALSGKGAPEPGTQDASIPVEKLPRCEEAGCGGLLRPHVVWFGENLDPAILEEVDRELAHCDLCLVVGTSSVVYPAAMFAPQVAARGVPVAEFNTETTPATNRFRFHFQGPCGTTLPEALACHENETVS
E-selectin induc = E-selectin induction in HUVECs, primary screen, imaging, HUVEC, immunofluorescence imaging, single point; AID 686992, 2013; activation, % at 7.58 µM; normalized: neutral wells 0, TNF-alpha wells 100; P16581; 0.37% of 260,000 active;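 active means mean E-selectin-positive cell signal at least 10% of the positive control, reached in at least 60% of replicates, without over 20% cell loss; inconclusive means no rule given, readout overlaps actives, possibly toxicity-flagged; inactive means the rest, including those meeting only one limit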;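 further: in these data hits start at about 27%; measured in HUVEC primary endothelial cells; signal is the percent of cells scored E-selectin positive by PE staining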
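Read-out: % PE-positive cells | Test system: HUVEC | Doses: One compound dose added by pin transfer | Buffer or medium: EGM-2 over gelatin coat | Signal: Immunofluorescence imaging | Benchmarks: TNF-alpha, DMSO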
DENV2 CPE rescue = inhibitors of DENV2 cytopathic effect, primary screen, cell-based, plate reader, single concentration; AID 651640, 2012; DENV2-infected cells, cytopathic effect rescue; CPE inhibition, % at 9.99 µM; 1.7% of 350,000 active; in the data active means CPE inhibition above about 20%, passing the limit was not always enough; inconclusive means no clear call, values can overlap the other calls; tested in BHK-21 cells;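 further: 0% = median of neutral control wells and 100% = median of positive control wells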
S100A4 inh HTS = inhibitors of S100A4-myosin IIA peptide binding, primary screen, biochemical, fluorescence polarization, TAMRA-MyoIIA peptide; Protein S100-A4 (Homo sapiens), P26447; 0.14% of 360,000 active; inhibition, % at 10.7 µM; AID 652163, 2013;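 active means mean inhibition of at least 70% across replicates, with every replicate also reaching that level; inconclusive means mean inhibition reaches 70% but some replicates fall short; inactive means mean inhibition below 70%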
Target sequence (P26447 whole entry, looked up): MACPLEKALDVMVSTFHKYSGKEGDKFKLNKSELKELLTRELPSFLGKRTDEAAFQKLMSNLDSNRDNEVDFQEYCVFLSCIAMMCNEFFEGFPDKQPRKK
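Test system – S100A4 monomer (human) · Compound – single-point compound testing · Schedule – 5 min incubation before reading · Probe or stimulus – TAMRA-labelled myosin IIA heavy-chain peptide probe, 5 nM · Benchmarks – neutral control DMSO, positive control TFP · Medium – Calcium-containing HEPES buffer, pH 7.2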
Statin myotox sup = suppressors of statin myotoxicity in C2C12 myotubes, primary screen, cell-based, single point, plate reader | C2C12 myotubes + simvastatin, ATP luminescence, 48 h; scaled: DMSO 0, geranylgeraniol control 100 | rescue of ATP level, % at 7.49 µM | 0.78% of 330,000 active | AID 602340, 2012;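 active means mean ATP rescue above about 67%, or every replicate alone reaching that limit, limit read from the data, passing the limit was not always enough; inconclusive means no clear call, values can overlap the other calls; inactive means mean under the limit and some replicate under it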;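 further: myotubes were challenged with 10 µM simvastatin during compound exposure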
ERp5 inh = inhibitors of ERp5-driven insulin aggregation, primary screen, biochemical, turbidity, absorbance 650 nm, single point; Protein disulfide-isomerase A6 (Homo sapiens), Q15084; 90 min; inhibition, % at 9.99 µM; 0.05% of 350,000 active; AID 651711, 2012;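 active means mean replicate inhibition above about 25%, with every replicate also reaching it, limit read from the data, passing the limit was not always enough; inconclusive means only one of those two criteria met; inactive means neither criterion met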
Target sequence (Q15084 whole entry, looked up): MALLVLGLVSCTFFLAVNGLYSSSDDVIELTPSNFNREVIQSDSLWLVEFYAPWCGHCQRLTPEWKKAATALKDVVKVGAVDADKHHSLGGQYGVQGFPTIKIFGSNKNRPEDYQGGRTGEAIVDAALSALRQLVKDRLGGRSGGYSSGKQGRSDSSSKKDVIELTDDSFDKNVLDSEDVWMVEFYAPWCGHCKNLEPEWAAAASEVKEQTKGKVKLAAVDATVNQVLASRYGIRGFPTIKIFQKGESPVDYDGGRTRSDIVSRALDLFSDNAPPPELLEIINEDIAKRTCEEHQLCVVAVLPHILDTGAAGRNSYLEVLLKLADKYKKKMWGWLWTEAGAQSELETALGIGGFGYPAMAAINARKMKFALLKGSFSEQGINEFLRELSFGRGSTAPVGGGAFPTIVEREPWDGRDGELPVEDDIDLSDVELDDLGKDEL
PglD DTNB = C. jejuni PglD acetyltransferase inhibitors, primary screen, biochemical, DTNB colorimetric, single point; 0.098% of 360,000 active; inhibition, % at 12.5 µM; purified PglD enzyme, DTNB colorimetric CoA detection; AID 602405, 2012; UDP-N-acetylbacillosamine N-acetyltransferase PglD (Campylobacter jejuni); in the data active means inhibition above about 16%, passing the limit was not always enough; inconclusive means no clear call, values can overlap the other calls; further: strong numbers were not always called active
Active calls of the source: *; ? = inconclusive; nt = not tested or not shown. Not all compounds are listed; rates above refer to the full screens.

[1] OC[C@@H]1CC[C@@H]2O[C@H](CCc3ccc(C#Cc4ccccc4)cc3)[C@@H](n3cc(-c4ccccc4)nn3)C[C@@H]2O1
[2] O=C(CN1CCN(C(C(=O)Nc2ccc(Cl)cc2C(F)(F)F)c2ccccc2)CC1)NC1CC1 (centres undefined)
[3] Cc1noc(C)c1S(=O)(=O)N(C)C[C@@H]1Oc2ccc(NS(=O)(=O)c3ccccc3)cc2CC(=O)N([C@H](C)CO)C[C@H]1C
[4] Cc1noc(C)c1S(=O)(=O)Nc1ccc2c(c1)C(=O)N([C@@H](C)CO)C[C@H](C)[C@@H](CN(C)Cc1ccccc1)O2
[5] CO[C@@H]1CN(C)C(=O)c2cc(NC(=O)Nc3cc(F)ccc3F)ccc2OC[C@H](C)N(C(=O)c2ccccn2)C[C@H]1C
[6] CN1C(=O)c2cc(NC(=O)Nc3ccccc3)ccc2OC[C@@H]2O[C@@H](CC(=O)NC3CCC3)CC[C@H]21
[7] COc1ccc(-c2oc3c(c2C#CC2(O)CCCCC2)C(OC)CCC3)cc1 (centres undefined)
[8] Cc1coc2c1c(C)cc1oc(=O)c(CC(=O)NCC(=O)O)c(C)c12
[9] CC(=O)Nc1ccc(NC(=O)CSC2=NS(=O)(=O)c3cc(F)ccc3N2)cc1
[10] CC(C)(C)NC(=O)C(C1CC1)n1c(=O)c(-c2ccccc2)nc2ccccc21 (centres undefined)
assay / compound	1	2	3	4	5	6	7	8	9	10
SIRT5 block	10	10	-4	1	2	6	-2	-9	1	-6
DENV2 CPE rescue	-3	18	-13	12	nt	4	14	1	-2	-8
PglD DTNB	nt	2	1	-3	6	2	nt	1	-2	nt
ERp5 inh	0	-5	3	-4	-1	-3	4	-1	-3	4
Statin myotox sup	nt	1	27	6	1	-36	nt	-1	-2	nt
S100A4 inh HTS	-6	-15	-7	-11	26	9	-2	-2	-3	3
E-selectin induc	nt	-0.1	-0.7	1.2	-0.1	0.0	0.1	0.0	-0.2	0.1

[11] Cc1ccc(C2(c3ccccc3)NC(=O)N(CC(=O)N3CC(=O)Nc4ccccc43)C2=O)cc1C (centres undefined)
[12] CCC(C)Nc1cc(C)c(C#N)c2nc3ccccc3n12 (centres undefined)
[13] CC(=O)N/C(=C\c1ccccc1)C(=O)OCC(=O)NC(=O)c1ccccc1
[14] Cc1ccc(-n2ncc3c2CC(C)(C)CC3NC(=O)c2ccncc2)cc1 (centres undefined)
[15] Cc1onc(-c2ccccc2Cl)c1C(=O)N(Cc1ccc(N(C)C)cc1)C(C)C
[16] COCCN1CC(CNC(=O)c2cc(COc3ccc(C)c(C)c3)on2)CC1=O (centres undefined)
[17] CCC1C(c2ccccc2)N(C)C(c2ccccc2)CC1(O)c1ccccc1 (centres undefined)
[18] C[C@H]1CCCCO[C@@H](CN(C)C(=O)Cc2ccccc2)[C@@H](C)CN([C@@H](C)CO)C(=O)c2cc(NS(=O)(=O)c3ccccc3)ccc2O1
[19] CCNC(=O)N1CCN(c2ccc(N3CCN(Cc4ccccc4)[C@H](C)C3)c(C)c2)[C@H](C)C1
[20] CC(C)c1ccc(S(=O)(=O)/N=C2\C=C(NS(=O)(=O)c3ccccc3)C(=O)c3ccccc32)cc1
assay / compound	11	12	13	14	15	16	17	18	19	20
SIRT5 block	-5	-5	-2	0	0	-2	-1	-1	-1	10
DENV2 CPE rescue	6	4	1	16	3	?	nt	3	0	-2
PglD DTNB	8	-1	nt	-3	2	-1	nt	-1	nt	3
ERp5 inh	23	-2	-1	-6	4	0	3	-3	5	1
Statin myotox sup	57	-8	nt	-33	3	10	nt	nt	nt	12
S100A4 inh HTS	-6	-3	2	1	-3	1	-4	-1	-7	-3
E-selectin induc	nt	nt	0.5	2.4	nt	nt	nt	0.5	-0.1	nt

[21] COc1ccc(CN(C)C[C@@H]2Oc3ccc(NC(=O)Nc4ccc(C(F)(F)F)cc4)cc3C(=O)N([C@@H](C)CO)C[C@H]2C)cc1
[22] CCOCCCNC(=O)c1cc(Sc2nnc(C)s2)nc2ccccc12
[23] O=C(NCCCN1CCc2ccccc2C1)C1CCN(c2nnc(-n3cccc3)s2)CC1
[24] N#CCSc1ccccc1NC(=O)COc1ccc(-c2nnco2)cc1
[25] Cc1cc(C)c(C)c(S(=O)(=O)NC(C(=O)NCCc2ccco2)C(C)C)c1C (centres undefined)
[26] O=C(C[C@@H]1CC[C@@H]2NC[C@@H](O)COC[C@H]2O1)Nc1ccc(-c2ccccc2)cc1
[27] O=C(Cc1cccnc1)N1CC2(C1)[C@H](c1ccccc1)[C@H](CO)N2C(=O)C1CCCCC1
[28] C[C@H](CO)N1C[C@H](C)[C@H](CN(C)C)OCCCC[C@H](C)Oc2ccc(NC(=O)Nc3cccc4ccccc34)cc2C1=O
[29] O=C(OCC(=O)N1CCCc2ccccc21)c1cccnc1Cl
[30] CCCC#Cc1cnc2c(c1)C(=O)N([C@H](C)CO)C[C@@H](C)[C@H](CN(C)CCC)O2
assay / compound	21	22	23	24	25	26	27	28	29	30
SIRT5 block	-6	-5	nt	0	-1	2	7	0	6	-1
DENV2 CPE rescue	44*	-3	-15	-3	-5	16	-2	-3	8	-6
PglD DTNB	-3	-1	0	-4	1	2	nt	-2	nt	-2
ERp5 inh	6	-4	-4	-8	-15	4	1	5	4	0
Statin myotox sup	-58	-2	2	-16	9	-60	nt	24	nt	4
S100A4 inh HTS	5	4	0	-5	-17	18	15	3	-7	-2
E-selectin induc	-0.1	3.8	nt	nt	0.1	0.0	0.1	0.9	nt	0.0

[31] CCN1C(=O)C(CC(=O)Nc2ccccc2)N(Cc2ccccn2)C1=S (centres undefined)
[32] C#CCOCCOCCOCCNc1nc(N2CCN(C(=O)[C@H](CCCN=C(N)N)n3cc(C(N)[C@@H](C)CC)nn3)CC2)nc(N2CCN(C(=O)[C@H](CCCCN)n3cc([C@@H](N)[C@H](C)CC)nn3)CC2)n1 (some centres undefined)
[33] CC(NS(=O)(=O)c1cc2c3c(c1)CCC(=O)N3CCC2)c1ccccc1 (centres undefined)
[34] CCn1c(/C=C/c2cc(Br)ccc2O)nc2ccccc2c1=O
[35] COC(C/C=C/[C@H](O)COCc1ccccc1)OC
[36] COCC(=O)N1CCC2(CC1)CN(C(=O)NC1CCCC1)[C@@H](CO)c1c2c2ccc(OC)cc2n1C
[37] O=S(=O)(c1ccccc1F)N1CC[C@@H]2[C@H]1c1cc(-c3ccccc3F)ccc1N[C@@H]2CO
[38] C[C@H]1CN([C@@H](C)CO)C(=O)c2cccc(NC(=O)Nc3ccccc3)c2O[C@@H]1CN(C)Cc1ccc2c(c1)OCO2
[39] COc1ccc(S(=O)(=O)N(C)C[C@@H]2Oc3ccc(NS(=O)(=O)c4ccc(Cl)cc4)cc3C(=O)N([C@@H](C)CO)C[C@@H]2C)cc1
[40] CCCC(C)NC(=O)COc1ccc(S(=O)(=O)N2CCCC2)cc1 (centres undefined)
assay / compound	31	32	33	34	35	36	37	38	39	40
SIRT5 block	-5	nt	-1	1	nt	3	1	-1	-7	-2
DENV2 CPE rescue	1	-1	0	1	?	20	40*	-4	5	0
PglD DTNB	nt	-3	-1	-4	5	nt	-4	-4	1	2
ERp5 inh	-7	8	-1	?	2	-2	-4	-2	3	5
Statin myotox sup	19	-2	9	4	-10	nt	-12	-17	51	-3
S100A4 inh HTS	-5	-1	0	2	0	30	5	4	1	1
E-selectin induc	nt	0.0	-0.1	nt	-0.7	21	1.0	2.1	-0.3	-0.5

[41] O=C(CCn1ccc2ccccc21)Nc1ccc(N2CCOCC2)cc1
[42] Cc1c(C(=O)OCc2nc3ccsc3c(=O)[nH]2)oc2ccccc12
[43] O=c1c2cnn(-c3ccccc3)c2ncn1Cc1ccccc1F
[44] COc1ccccc1OC(C)C(=O)Nc1ccccc1C(=O)NCc1cccnc1 (centres undefined)
[45] CCC(=O)c1c(NC(C)C)cc(C)oc1=O
[46] CC(=O)c1ccc(N/C=C/C(=O)c2ccc(Br)cc2)cc1
[47] Cc1cc(C)n2nc(C(=O)N3CCN(c4ccc([N+](=O)[O-])cc4)CC3)nc2n1
[48] CC(C)Oc1ccc(C(=O)Nc2ccc(N(C)C)cc2)cc1
[49] O=C(C[n+]1cccc2ccccc21)c1ccc(Cl)cc1
[50] O=C(CCO)c1ccc(O)cc1
assay / compound	41	42	43	44	45	46	47	48	49	50
SIRT5 block	nt	-3	-1	-4	-2	-5	2	-2	-1	nt
DENV2 CPE rescue	nt	0	-3	-3	nt	0	5	3	-5	-5
PglD DTNB	4	2	nt	0	nt	5	-5	nt	5	3
ERp5 inh	nt	-4	0	6	-6	4	2	3	7	5
Statin myotox sup	-11	-4	15	-1	nt	-9	-4	nt	-9	11
S100A4 inh HTS	nt	-3	-4	-12	1	-11	9	-6	-14	-1
E-selectin induc	0.5	nt	-0.1	0.8	-3.5	0.1	0.0	nt	nt	nt

[51] COc1ccc(C2C(C(=O)N3CCN(c4ccccc4)CC3)c3ccccc3C(=O)N2C)cc1OC (centres undefined)
[52] CCN(CC)c1nc2c(c(=O)[nH]c(=O)n2C)n1CCOc1ccccc1
[53] NC(=O)c1oc2ccccc2c1NC(=O)CS(=O)(=O)c1ccccc1
[54] CC(C)(C)C1c2[nH]c3ccccc3c2CCN1Cc1cccc(OCCO)c1 (centres undefined)
[55] C[C@H](CO)N1C[C@H](C)[C@@H](CN(C)CC2CC2)Oc2ccc(NC(=O)CCCN(C)C)cc2C1=O
[56] CCn1cc(CN2CCC(n3nccc3NC(=O)Cc3ccccc3)CC2)cn1
[57] COc1ccccc1CN1[C@@H](CC(=O)O)c2ccccc2S1(=O)=O
[58] O=C(CSCc1c(F)cccc1Cl)NNC(=S)NC1CCCCC1
[59] C[C@H](CO)N1C[C@H](C)[C@H](CN(C)CC2CCCCC2)Oc2c(NC(=O)c3nc4ccccc4s3)cccc2C1=O
[60] Cc1ccc(-c2nc(NCC3CCCO3)sc2C)cc1 (centres undefined)
assay / compound	51	52	53	54	55	56	57	58	59	60
SIRT5 block	nt	nt	-3	-3	0	1	-1	-4	1	0
DENV2 CPE rescue	nt	-5	0	2	-8	-5	3	-2	-13	-1
PglD DTNB	2	3	-2	1	-42	0	-1	-4	4	nt
ERp5 inh	nt	1	3	0	1	-2	4	7	-1	-6
Statin myotox sup	4	11	0	-4	-4	-9	14	nt	-9	nt
S100A4 inh HTS	nt	-2	-1	-5	10	5	1	-7	0	-8
E-selectin induc	-1.5	nt	0.6	-2.4	-5.9	-0.9	-0.1	1.9	0.0	6.0

Quoted at random: 3 compounds from above
[52] CCN(CC)c1nc2c(c(=O)[nH]c(=O)n2C)n1CCOc1ccccc1
[51] COc1ccc(C2C(C(=O)N3CCN(c4ccccc4)CC3)c3ccccc3C(=O)N2C)cc1OC (centres undefined)
[58] O=C(CSCc1c(F)cccc1Cl)NNC(=S)NC1CCCCC1
assay / compound	52	51	58
SIRT5 block	nt	nt	-4
DENV2 CPE rescue	-5	nt	-2
PglD DTNB	3	2	-4
ERp5 inh	1	nt	7
Statin myotox sup	11	4	nt
S100A4 inh HTS	-2	nt	-7
E-selectin induc	nt	-1.5	1.9
